Source: PubChem
Calb biofilm kill – kills Candida albicans biofilms | C. albicans biofilm + clotrimazole, Alamar Blue | inhibition, % at 6 µM | 85,000 tested, 0.14% active | AID 834;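 active = inhibition above 20%; inactive = inhibition below 20%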;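 note: preformed 24 hr biofilms exposed to compound for 48 hr; 0% = biofilm without compound and 100% = blank killed by clotrimazole plus chlorhexidine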
CYP2C9 inh – inhibitors of human CYP2C9 | 96,000 tested, 20% active | inhibition, % at 5 µM | P11712 | AID 777 | CYP2C9 Supersomes, luciferin-H conversion, luminescence;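 active = blocking of liver enzyme CYP2C9 beyond about 50% at 5 µM, limit read from the data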; note: values of inactives mirror those of a sister screen read the other way
Target sequence (P11712 whole entry, looked up): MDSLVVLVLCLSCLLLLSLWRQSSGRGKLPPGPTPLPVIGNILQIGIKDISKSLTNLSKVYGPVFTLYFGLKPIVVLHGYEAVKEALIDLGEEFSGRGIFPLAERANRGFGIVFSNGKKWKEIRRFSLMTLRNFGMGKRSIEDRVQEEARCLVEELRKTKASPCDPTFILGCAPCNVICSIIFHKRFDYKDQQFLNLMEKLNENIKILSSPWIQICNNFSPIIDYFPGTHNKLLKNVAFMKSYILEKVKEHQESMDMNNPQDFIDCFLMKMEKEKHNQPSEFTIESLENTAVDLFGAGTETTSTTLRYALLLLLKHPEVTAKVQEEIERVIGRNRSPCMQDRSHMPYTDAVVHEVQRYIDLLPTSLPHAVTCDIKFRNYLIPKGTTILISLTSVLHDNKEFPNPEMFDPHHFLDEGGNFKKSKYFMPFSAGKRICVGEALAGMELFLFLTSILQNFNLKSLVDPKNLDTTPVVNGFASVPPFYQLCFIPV
CYP2C9 act – activators of human CYP2C9 | AID 1024 | activation factor at 5 µM | 96,000 tested, 1.4% active | recombinant CYP2C9, luciferin-H conversion, luminescence; hits give high values; factor 1 = untreated enzyme, 0 = blocked | P11712;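 active = activation factor of 2 or more for CYP2C9 at a 5 µM dose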;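 note: 0 = sulfaphenazole-blocked wells and 1 = vehicle-only wells; values of inactives mirror those of a sister screen read the other way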
Active calls of the source: *. Not all compounds are listed; rates above refer to the full screens.

Results follow in this order: CYP2C9 inh	CYP2C9 act	Calb biofilm kill
1. COc1ccc2c(c1)CCc1c-2n[nH]c1C(=O)O
    -19	1.2	5
2. CC1=C(C(=O)Nc2cc(-c3cccc(F)c3)[nH]n2)C2(CCCCC2)OC1=O
    83*	0.2	-3
3. O=C(NCc1cccs1)c1noc2c1CCCC2
    41	0.6	-5
4. CN(C)CCCN1C(=O)c2oc3ccc(F)cc3c(=O)c2C1c1cccnc1 (configuration not stated)
    -10	1.1	4
5. CCN1CCN(c2nc(SC)nc3sc4c(c23)CC(C)(C)OC4)CC1
    57*	0.4	5
6. COc1ccc(C2C(C(=O)N3CCCC3)c3cc(OC)c(OC)cc3C(=O)N2C)cc1OC (configuration not stated)
    -8	1.1	3
7. CN1C(=O)CC(N2CCN(C(=O)CN3CCCC3)CC2)C1=O (configuration not stated)
    -3	1	9
8. Cc1cc(NC(=O)c2ccccc2NS(=O)(=O)c2c(C)c(C)cc(C)c2C)no1
    66*	0.3	7
9. CCOc1ccc(C(C)NC(=O)CCC(=O)O)cc1 (configuration not stated)
    8	0.9	-4
10. CCOC(=O)N1CCC(NC(=O)CCCN2C(=O)CSc3ncccc32)CC1
    -3	1	5
11. CCn1c(C(C)NC(=O)c2cccs2)nc2ccccc21 (configuration not stated)
    52*	0.5	-4
12. O=C(CCS(=O)(=O)c1cccc2nsnc12)N1CC(=O)N(CCc2ccccc2)C(=O)C1
    -12	1.1	1
13. O=S(=O)(c1ccc(OCc2nc3ccccc3s2)c(Cl)c1)N1CCOCC1
    43	0.6	2
14. Cc1cc2nc(C3CCN(Cc4nnnn4Cc4cccs4)CC3)[nH]c2cc1C
    24	0.8	5
15. COc1cc2[nH]c(=S)n(CCN3CCCCC3C)c(=O)c2cc1OC (configuration not stated)
    24	0.8	10
16. CCOC(=O)N1CCN(Cc2nc3c(c(=O)n(C)c(=O)n3C)n2Cc2cccc3ccccc23)CC1
    40	0.6	4
17. COc1cc(OC)cc(-c2cc(NC(C)=O)n[nH]2)c1
    26	0.7	-6
18. CC1CCCC(C)N1c1nnc(NC(=O)Cn2c(=O)oc3ccccc32)s1 (configuration not stated)
    12	0.9	5
19. Cc1cc(N2CCC(C)CC2)nc2ccc(N3C(=O)CCC3=O)cc12
    26	0.7	-4
20. COc1cc(Nc2cc(C)nc3ncnn23)cc(OC)c1
    16	0.8	-8
21. COc1ccc(N2CCN(CCCNC(=O)C3(S(=O)(=O)c4ccc(Cl)cc4)CC3)CC2)cc1
    -12	1.1	9
22. CC(C)CNS(=O)(=O)c1ccc(S(=O)(=O)N2CCN(CCC#N)CC2)cc1
    26	0.7	6
23. Cc1cccc(NC(=O)Cn2cnc3c(cnn3-c3ccc(F)cc3)c2=O)c1C
    -5	1	18
24. CCOC(=O)c1cnn2c(C(F)(F)F)cc(-c3ccccc3)nc12
    54*	0.5	10
25. CC(NC(=O)Nc1ccccc1)C(c1cccs1)N1CCN(C)CC1 (configuration not stated)
    -3	1	6
26. CCOCCCNC(=O)c1c[nH]c2cc(C)ccc2c1=O
    -8	1.1	4
27. CC(=O)NCCSC(=O)c1ccc(F)cc1
    1	1	1
28. COc1ccc(C2CC(c3cccc(OC)c3OC)n3nnnc3N2)cc1 (configuration not stated)
    65*	0.3	8
29. Cc1occc1-c1nnc(SCC(=O)N2CCOCC2)n1Cc1ccco1
    -7	1.1	2
30. CC(C)Sc1nc2c(c(=O)[nH]c(=O)n2C)n1CCc1ccccc1
    8	0.9	9
31. COc1cccc(-c2cc(C(=O)N3CCN(c4ncccn4)CC3)c3ccccc3n2)c1
    96*	0	0
32. CCN(Cc1ccccc1)C(=O)Cn1cc2c(n1)CCCC2
    1	1	10
33. COc1cc(OC)c(C2C3=C(CCCC3=O)Nc3nc4ccccc4n32)cc1OC (configuration not stated)
    18	0.8	7
34. COCCN1Cc2cccc(C(=O)Nc3cc(OC)ccc3OC)c2C1=O
    35	0.6	4
35. O=C(CSc1nnc(-c2cccs2)n1-c1ccccc1)c1ccc2c(c1)OCCO2
    21	0.8	5
36. CCc1nnc(NC(=O)CC(=O)Nc2ccccc2C(=O)O)s1
    -1	1	4
37. CCOC(=O)c1c(C)[nH]c(C(=O)Cn2nnc(-c3ccccc3)n2)c1C
    48	0.5	5
38. CC(C)(C)OC(=O)N1CCC(C(N)=O)CC1
    4	1	-3
39. CNC(=O)c1cc2cc(OC)ccc2oc1=N
    4	1	5
40. CCOC(=O)CCNC(=O)c1ccccc1Br
    3	1	-4
41. COc1cccc(NC(=O)CCS(=O)(=O)c2cccs2)c1
    58*	0.4	6
42. N#Cc1nc(-c2ccc(F)cc2)oc1NCc1cccc2c1OCO2
    63*	0.4	9
43. O=C(CCc1ccc(S(=O)(=O)N2CCCCC2)cc1)c1nnc(-c2ccccc2)o1
    41	0.6	10
44. C=CCOC(=O)CN1C(=O)c2ccccc2C1=O
    2	1	8
45. CCC(=O)c1cc(F)c(N2CCN(C(=O)c3ccco3)CC2)cc1C
    21	0.8	0
46. NC(=O)c1oc2ccccc2c1NC(=O)c1ccco1
    -266	3.7*	14
47. CC(=O)N1CC2(CC(=O)OC(C)C)CN(C(C)=O)CC(CC(=O)OC(C)C)(C1)C2=O
    -12	1.1	-2
48. O=C(Nc1ccc2c(c1)OCCO2)c1cccnc1
    -12	1.1	2
49. O=S(=O)(c1ccc(Br)cc1)N1CCN(c2cc(-c3ccccc3)nc3ncnn23)CC1
    28	0.7	6
50. CC(=O)c1sc(NC(=O)C2(F)C(F)(F)C(F)(F)C(F)(F)C(F)(F)C2(F)F)nc1C
    85*	0.2	6
51. COc1ccc(CN2CCN(c3ncccn3)CC2)c(OC)c1
    7	0.9	4
52. Cc1nnc(NC(=O)C2CCCCC2)s1
    5	0.9	-4
53. COc1ccc(-c2csc(Cc3nnc(N4CCOCC4)n3-c3ccccc3)n2)cc1
    12	0.9	12
54. O=C(CCC(=O)CCN1CCCCC1)CCN1CCCCC1
    -16	1.2	1
55. O=C(c1noc2c1CCCC2)N1CCN(C(c2ccccc2)c2ccccc2)CC1
    29	0.7	-3
56. CC1C(=O)C(C)C(c2ccco2)NC1c1ccco1 (configuration not stated)
    -29	1.3	7
57. CCn1cc(SCC(N)=O)c2ccccc21
    -69	1.7	9
58. O=C(CSc1ncccn1)NCCc1ccccc1
    17	0.8	4
59. O=C(Nc1nnc(-c2ccco2)s1)c1ccccc1
    -28	1.3	2
60. Cc1cccc(OCc2nc(-c3nonc3N)no2)c1C
    28	0.7	4

Continued, starting with the last six of the part before.
Results follow in this order: CYP2C9 inh	CYP2C9 act	Calb biofilm kill
55. O=C(c1noc2c1CCCC2)N1CCN(C(c2ccccc2)c2ccccc2)CC1
    29	0.7	-3
56. CC1C(=O)C(C)C(c2ccco2)NC1c1ccco1 (configuration not stated)
    -29	1.3	7
57. CCn1cc(SCC(N)=O)c2ccccc21
    -69	1.7	9
58. O=C(CSc1ncccn1)NCCc1ccccc1
    17	0.8	4
59. O=C(Nc1nnc(-c2ccco2)s1)c1ccccc1
    -28	1.3	2
60. Cc1cccc(OCc2nc(-c3nonc3N)no2)c1C
    28	0.7	4
61. Cc1cc(C(=O)N(C)Cc2ccc(Br)cc2)no1
    31	0.7	8
62. COc1ccc(C(c2nnnn2Cc2ccccc2)N2CCN(c3nc4ccccc4s3)CC2)cc1 (configuration not stated)
    63*	0.4	7
63. CCCCCCn1c(SCC(=O)OC)nc2c1c(=O)[nH]c(=O)n2C
    6	0.9	9
64. CN(CC(=O)NC(=O)NCc1ccco1)Cc1nc2ccccc2c(=O)[nH]1
    27	0.7	0
65. COC(=O)c1ccccc1NC(=O)CSc1nc(-c2ccco2)cc(C(F)(F)F)n1
    5	1	5
66. COc1ccc(-c2noc(CCCC(=O)O)n2)cc1
    -7	1.1	8
67. CN1C(=O)c2oc3ccc(Br)cc3c(=O)c2C1c1ccncc1 (configuration not stated)
    44	0.6	5
68. Brc1ccc(-c2nnc3sc(CNCc4ccc5c(c4)OCO5)cn23)cc1
    14	0.9	16
69. Cc1ccnc(NC2c3ccccc3C(=O)N2Cc2ccccc2Cl)c1 (configuration not stated)
    23	0.8	-14
70. CCOC(=O)C1CCCN(C(=O)c2cn(C)c3ccc(S(=O)(=O)N4CCCC4)cc3c2=O)C1 (configuration not stated)
    2	1	-1
71. CC1(C)Cc2c(C#N)c(NC3CCCCC3)nc(-c3ccco3)c2CO1
    60*	0.4	1
72. O=c1n(Cc2ccccc2Cl)c2sc3c(c2c2ncnn12)CCCC3
    -8	1.1	3
73. O=C(O)C1C2C=CC(O2)C1C(=O)Nc1ccc2c(c1)OCCO2 (configuration not stated)
    -10	1.1	-3
74. CCC1(C)Cc2ccccc2-c2nc3n(c(=O)c21)CCCCC3 (configuration not stated)
    49	0.5	9
75. Cc1cccc(N2CCN(c3cc(C)nc4nnnn34)CC2C)c1 (configuration not stated)
    6	0.9	8
76. CCOc1ccc2c(c1)N(C(=O)CN1C(=O)CCC1=O)C(C)(C)C=C2C
    4	1	-1
77. CC1Cc2ccccc2N1C(=O)COC(=O)C1=COCCO1 (configuration not stated)
    -9	1.1	9
78. O=C(CSc1ncn(-c2ccccc2)n1)Nc1ccc2c(c1)OCCO2
    46	0.5	3
79. N#CC1=C(N)N(c2ccccc2C#N)C2=C(C(=O)CCC2)C1c1ccsc1 (configuration not stated)
    62*	0.4	3
80. Cc1cc(C)nc(NS(=O)(=O)c2ccc(NC(=O)CCCN3C(=O)c4ccccc4C3=O)cc2)n1
    33	0.7	8

An excerpt from above in order of count of non-hydrogen atoms, smallest number first.
Results follow in this order: CYP2C9 inh	CYP2C9 act	Calb biofilm kill
15. COc1cc2[nH]c(=S)n(CCN3CCCCC3C)c(=O)c2cc1OC (configuration not stated)
    24	0.8	10
76. CCOc1ccc2c(c1)N(C(=O)CN1C(=O)CCC1=O)C(C)(C)C=C2C
    4	1	-1
34. COCCN1Cc2cccc(C(=O)Nc3cc(OC)ccc3OC)c2C1=O
    35	0.6	4
12. O=C(CCS(=O)(=O)c1cccc2nsnc12)N1CC(=O)N(CCc2ccccc2)C(=O)C1
    -12	1.1	1

Additional results
Results follow in this order: CYP2C9 inh	CYP2C9 act	Calb biofilm kill
81. Cc1nc2ncnn2c(C)c1CCC(=O)N1CCc2ccccc21
    -5	1	9
82. COc1ccc2c(=O)c3c(=O)n(Cc4ccco4)c(C4CCCCC4)nc3oc2c1
    26	0.7	2
83. COc1ccc(CCN(Cc2cc3cc4c(cc3[nH]c2=O)OCO4)C(C)=O)cc1OC
    14	0.9	-3
84. N#Cc1cccc2cnccc12
    -23	1.2	4
85. O=C(Cn1nc(-c2cccc(Cl)c2)ccc1=O)Nc1cccnc1
    11	0.9	5
86. CCOC(=O)c1c(C)[nH]c(C(=O)CSc2nnnn2-c2ccccc2)c1C
    -8	1.1	6
87. Cc1cc2c(N)cccc2nn1
    24	0.8	10
88. Cc1cc(NC(=O)CSc2nnc(Cc3cccn3C)n2CCc2ccccc2)no1
    50	0.5	16
89. C=CCNS(=O)(=O)c1ccc2nsnc2c1
    14	0.9	5
90. CCN(CC)c1ccc(NC(=O)C(C)C)cc1
    9	0.9	5
91. Cn1cccc1Cc1nnc(SCC(=O)NCc2ccc(F)cc2)n1-c1ccc(F)cc1
    26	0.7	3
92. Cc1ccc(Cn2c(C(=O)NCCCN3CCOCC3)cc3sccc32)cc1
    23	0.8	4
93. CC(CS(=O)(=O)c1cccc2cccnc12)N1CCCCC1 (configuration not stated)
    9	0.9	-3
94. COc1cc(NC(=O)c2ccccc2)cc(OC)c1
    7	0.9	-4
95. CCN(CC)CC(=O)Nc1ccc(-c2nc3cc(NC(=O)CN(CC)CC)ccc3o2)cc1
    6	0.9	5
96. COc1ccc(C2CC(c3c(O)cc(C)oc3=O)=NCCS2)c(OC)c1 (configuration not stated)
    30	0.7	8
97. Cc1ccccc1OCC(O)Cn1c(SC(C)C)nc2c1c(=O)[nH]c(=O)n2C (configuration not stated)
    23	0.8	6
98. Cc1ccc(C2CC(c3cccc(C)c3)n3nc(N)nc3N2)cc1 (configuration not stated)
    11	0.9	13
99. CCOC(=O)c1ccoc1CSCC(=O)N1CCN(S(=O)(=O)c2ccc(C)cc2)CC1
    46	0.5	11
100. COC(=O)CC1=NC(=O)CS1
    -14	1.1	-1
101. CC(OC(=O)c1ccccc1NCc1ccco1)C(=O)Nc1ncc(Cl)cc1Cl (configuration not stated)
    81*	0.2	6
102. O=c1cc(C(F)F)oc2c1ccc1ccccc12
    -24	1.2	-1
103. CCN(CC)c1ccc2cc(NC(=O)CCC(=O)O)c(=O)oc2c1
    -19	1.2	-7
104. Cc1cc(F)ccc1NCc1ccncc1
    62*	0.4	5
